# NCI-60 one-dose screen, 48 h, at 10 µM unless noted. Numbers give growth in % (100 = growth as untreated, 0 = no growth, -100 = all killed).
# SF-268: SF-268 CNS cancer cells; 82,000 compounds, 3.1% hits
# NCI-H23: NCI-H23 lung cancer. 80,000 compounds, 4% hits. AID 1794731
# SNB-75: SNB-75 CNS cancer | 79,000 compounds, 5% hits | AID 1794750
# CAKI-1: CAKI-1 renal cancer; 75,000 compounds, 4.7% hits; AID 1794772
# SF-295: SF-295 CNS cancer cells; AID 1794758; 79,000 compounds, 5.6% hits
# SNB-19: SNB-19 CNS cancer cells. 81,000 compounds, 2.5% hits
# SF-539: SF-539 CNS cancer | 81,000 compounds, 6.8% hits | AID 1794752
# U251: U251 CNS tumor cells. 80,000 compounds, 5.4% hits
# A498: A498 renal cancer cells. 76,000 compounds, 5.4% hits. AID 1794774
# Starred values were filed as active, the others as inactive; . = no result given; & = joins results of further samples. How the source made its calls: active means growth percent below 10; inactive means the rest.
Compound	SF-268	NCI-H23	SNB-75	CAKI-1	SF-295	SNB-19	SF-539	U251	A498
COc1cc(OC)c2c(=O)c3c([C@H]4c5c(OC)c(O)c6oc7cc(OC)cc(OC)c7c(=O)c6c5[C@@H]5C=C(C)CC(C)(C)[C@H]45)cc(OC)c(O)c3oc2c1	66.0	78.6	50.2	46.6	67.7	83.4	78.4	81.9	66.6
N=C1/C(=C2\NC3C=CC=CC3S2)C(c2ccc(Cl)cc2)C2C(=O)N(c3ccccc3)C(=S)N12 (stereo not given)	99.5	97.4	105.9	99.6	102.7	96.6	99.4	100.7	116.0
Cc1ccc(N2CCN(CCCN3CCN(c4ccccc4Cl)CC3)CC2)cc1	113.4	75.6	85.2	79.9	86.1	81.4	81.6	72.1	128.2
Nc1ccc(S(=O)(=O)Nc2ccc(S(=O)(=O)O)c3ccccc23)cc1	108.3	99.8	108.4	133.3	101.4	105.8	102.6	96.9	110.6
COc1cc(CNC(=O)CCCC/C=C/C(C)C)ccc1OCc1n[nH]c(=S)o1	100.6	100.9	83.8	85.1	100.1	97.9	101.5	102.7	105.6
O=C1/C(=C/c2cc(F)ccc2F)N=C2SCCCN12	96.0	85.5	94.3	98.2	95.1	99.3	91.3	93.8	95.3
CCOC(=O)C1=C(C)NC(=O)NC1c1ccc(OCc2cn(-c3ccc(S(N)(=O)=O)cc3)nn2)c(OC)c1 (stereo not given)	101.1	107.7	93.6	92.0	91.6	107.8	97.9	.	107.4
CCNc1ccc(-c2nc3ccccc3n3cccc23)cc1	83.9	79.6	67.6	57.0	69.0	92.2	93.5	82.9	62.5
CCOC(=O)CNC(=O)C(c1ccccc1)c1ccccc1	101.5	100.3	82.7	92.7	102.9	100.8	103.6	102.6	100.1
CC1=CSC2=NCCCCN12	100.1	99.5	96.8	98.9	.	97.8	103.2	105.0	100.0
O=C(O)CCc1nc2c(=O)[nH]c(=S)[nH]c2[nH]c1=O	106.3	98.6	103.1	91.4	104.3	99.0	98.6	106.7	119.3
C=C(C)COc1cc(C)c(Cl)cc1Cl	109.5	106.8	94.7	100.8	108.7	115.1	108.1	108.2	156.3
CC(=O)Oc1ccc(O)cc1	98.8	95.2	91.1	.	101.2	96.2	101.4	100.9	100.1
N#Cc1c(N)nc2c(nnn2-c2ccccc2)c1N	99.1	99.2	109.0	101.4	109.4	102.7	110.7	94.9	93.0
CC(CO)(CO)c1ccccc1	102.5	.	91.9	96.5	97.6	100.1	105.3	.	88.0
Cc1nc(=S)c2ccccc2[nH]1	100.6	95.1	85.1	.	94.2	101.2	95.5	93.1	100.4
COC(=O)CCc1ccc(N(CCO)S(=O)(=O)c2ccc(C)cc2)cc1	102.2	101.8	87.5	99.1	99.4	96.2	99.3	97.4	84.9
N=C(N)N1CCc2ccccc2C1	97.3&98.9	105.7&87.2	108.8&98.0	101.0&74.5	106.1&88.0	102.7&99.9	96.8&103.8	98.4&89.2	58.3
CC(C)c1oc2ccccc2c1C(=O)c1ccc(O)cc1	91.2	328.8	69.9	54.6	90.4	95.8	88.1	87.7	85.5
CN(C)c1ccc(C=C2C(=O)OC(C)(C)OC2=O)cc1	105.3	102.4	102.2	101.9	102.1	102.2	110.1	85.8	82.0
Cc1c(Nc2n[nH]c(=S)s2)c(=O)n(-c2ccccc2)n1C	110.1	.	117.0	98.2	108.9	95.8	99.5	98.8	112.1
Nc1nc2c(c(=O)[nH]1)NC(CCNc1ccc(C(=O)NC(CCC(=O)O)C(=O)O)cc1)CN2 (stereo not given)	111.8	104.3	102.6	98.1	105.9	106.9	106.0	106.5	137.2
COc1ccc(S(=O)(=O)NCCCNc2nccc(-c3c(-c4ccc(F)cc4)nc4sccn34)n2)cc1OC	57.7	85.2	92.7	73.4	50.1	109.8	110.2	64.8	90.3
O=C(O)COc1ccc(F)cc1	93.6	96.8	99.8	94.7	101.9	99.8	96.9	101.9	97.4
O=C1NC(c2ccccc2)=CC(c2ccc3c(c2)OCO3)N1 (stereo not given)	94.7	97.3	89.5	78.5	101.8	87.5	102.2	77.8	95.6
CCOC(=O)C1=C(C(=O)c2ccccc2)C(c2ccc(Cl)cc2Cl)C(C(=O)c2ccccc2)=C(C(=O)OCC)N1	104.8	91.8	88.2	86.6	97.1	.	100.5	97.5	98.2
CCn1c(Sc2nnc(NC(=O)CN3CCCC3)s2)nc2c1c(=O)n(C)c(=O)n2C	100.0	103.1	97.6	96.9	107.5	102.3	105.0	96.5	.
O=C(Nc1ccc(NC(=O)c2cc(S(=O)(=O)Nc3ccccc3)c(O)c(O)c2O)cc1)c1cc(S(=O)(=O)Nc2ccccc2)c(O)c(O)c1O	80.7	103.0	86.4	.	96.8	94.0	101.1	95.9	89.3
O=C(CSc1nccc(Nc2ccc(S(=O)(=O)Nc3ccccn3)cc2)n1)c1ccc(Cl)cc1	95.1	80.3	100.8	83.0	98.2	97.1	95.3	93.9	115.5
CCOC(=O)c1cc(C(=O)/C=C/c2ccc3c(c2)Sc2ccccc2N3C)n2c(C)cccc12	64.7	88.3	76.6	65.0	68.9	74.6	54.9	.	81.8
COc1ccc(-c2nn(-c3ccccc3)cc2/C=C/C(=O)O)cc1	84.5	102.7	80.3	80.0	96.0	89.1	91.2	94.0	79.3
Clc1ccc(Nc2ncnc3c2sc2ncccc23)c(Cl)c1	18.4	14.9	42.3	15.1	17.9	27.4	6.2*	27.0	26.7
Cc1cc(CSc2ccccc2C(=O)N2CCN(Cc3ccncc3)CC2)no1	107.4	94.0	89.6	95.9	106.0	100.7	96.1	102.5	107.5
S=C1NCCOc2ccccc21	104.3	104.6	109.7	102.1	.	115.0	107.5	99.2	82.5
O=C(Cc1ccccc1)CC(CC(=O)c1ccccc1)c1ccccc1 (stereo not given)	107.6	89.5	98.0	62.3	74.8	98.8	105.5	89.5	69.6
CS(=O)(=O)Nc1ccc(-n2cnc3cc(-c4ccc(O)cc4)ccc32)cc1	85.6	105.1	72.4	86.3	98.1	93.7	70.4	78.2	.
COc1cc(NC(=O)CN2CCN(c3cc4c(cc3F)c(=O)c(C(=O)O)cn4C3CC3)CC2)cc(OC)c1OC	102.8	107.2	120.4	101.3	100.1	101.9	102.4	100.4	104.8
OCCc1nc2ccccc2[nH]1	104.0	103.6	107.4	97.6	94.0	105.8	110.4	96.6	85.5
Cc1ccc(-c2nc(N3CCNCC3)c3oc(-c4ccc(C)cc4)nc3n2)cc1	28.5	75.6	89.0	101.0	108.4	39.1	95.8	-98.5*	94.8
CCN(CC)CCOc1ccc(NC(=O)C(C(C)C)N2C(=O)/C(=C/c3ccc(Br)cc3)SC2=S)cc1 (stereo not given)	76.6	94.6	66.0	81.0	101.2	57.6	88.2	71.7	99.5
COc1ccc2[nH]cc(C(c3c[nH]c4ccc(OC)cc34)C3CCN(S(=O)(=O)c4ccc(F)cc4)CC3)c2c1	72.0	68.7	51.0	47.8	60.9	65.9	74.7	64.0	.
COc1cc(/C=N/NC(=O)Cn2c(-c3ccc(C)o3)nc3ccccc32)ccc1OCc1ccccc1	76.1	91.1	83.2	82.6	91.7	79.6	102.9	88.5	78.5
CC(=O)Nc1cc2c3ccccc3n(C)c2cc1[N+](=O)[O-]	94.2	97.4	85.7	102.1	114.2	103.5	100.1	96.0	88.9
Cc1ccc(-c2nc(/C=C3/C(=O)N(C)c4ccc(F)cc43)c3ccccn23)cc1	92.1	86.5	87.4	105.2	71.3	101.2	94.6	80.8	95.9
O=C(Nc1ccc(Cl)cc1)Oc1ccc(Cl)cc1Cl	95.9	98.4	84.7	118.5	95.8	101.0	116.2	96.6	114.2
O=C1NN(C(=O)c2ccc3ccccc3c2)C(c2ccccc2)=N/C1=C\c1cn(-c2ccccc2)nc1-c1ccccc1	92.0	104.4	95.8	86.3	107.5	96.7	97.4	100.4	96.8
O=C(O)c1cccnc1Sc1nc2ccc(Cl)cc2c(=O)n1-c1ccccc1	125.0	94.8	102.9	91.9	95.5	109.3	112.0	107.4	99.7
CCCCCCCCCCCCCCCCCCCCCCCCCC(=O)OCCCCCCCCCCCCCC	108.6	98.8	96.6	93.9	96.0	112.1	105.7	100.7	80.5
Cn1c(=O)c2nc(CC(=Nc3ccc(F)cc3)c3ccccc3)c(=O)[nH]c2n(C)c1=O	92.5	84.6	88.6	75.1	95.1	97.2	98.0	97.6	105.3
Nc1ncn(CC#CCO)c(=O)n1	112.6	104.5	87.0	74.8	86.4	103.2	94.3	.	.

# Remaining list, next part.
# Fields: SF-268, NCI-H23, SNB-75, CAKI-1, SF-295, SNB-19, SF-539, U251, A498
Cc1[nH]c(=O)[nH]c(=O)c1CN1CCCCC1
    95.9, 98.7, 98.9, ., 100.2, 114.2, 92.7, 104.1, 120.5
COc1ccc(C2=NN(C)C(=O)C3(CCCCC3)C2)cc1
    101.4, 101.6, 99.4, 102.5, 104.3, 108.1, 101.8, 98.9, 90.6
Cn1c(=O)c2c(nc(Br)n2CC(=O)Nc2ccccc2)n(C)c1=O
    100.7, 94.7, 84.3, 87.0, 95.6, 99.0, 98.4, 99.2, 99.0
CC(C)Cc1ccc(C(C)C(=O)NCc2c[nH]c3ccc(Cl)cc23)cc1 (stereo not given)
    89.3, 98.0, 102.4, 81.7, 88.3, 96.2, 100.2, 91.8, .
CCCOCC(O)CNCCN (stereo not given)
    112.7, 108.9, 93.4, 92.5, 94.2, 101.6, 93.2, 95.5, 89.0
COc1cc2oc(-c3cccc(C(=O)Nc4ccc(Cl)cc4)c3)cc(=O)c2c(OCCNC(=O)CN)c1OC
    105.2, ., 109.6, 75.8, 113.3, 99.1, 62.4, 65.3, 157.4
O=C(NC(Cc1ccccc1)C(=O)O)OCc1ccccc1 (stereo not given)
    109.1&104.4, 110.1&102.0, 96.7&95.5, 92.6&106.4, 101.4&114.9, 101.3, 95.2&108.8, 103.8, 110.5&100.7
COc1ccc(/C=c2/c(=O)n(-c3ccccc3)c3nn4c(-c5ccc(Cl)cc5)nnc4n23)cc1
    95.7, 95.4, 95.4, 81.6, ., 96.0, 101.4, 106.2, 110.4
N=c1sccn1/N=C/c1cccnc1
    100.3, 100.9, 92.8, 94.3, 102.1, 95.7, 85.9, 91.2, 84.8
C=CCOC(=O)C(C(=O)Cc1ccccc1)c1ccccc1 (stereo not given)
    110.3, 95.8, 81.3, 96.2, 125.1, 101.0, 107.6, 101.3, .
O=C(CNNC(=O)c1ccncc1)Nc1ccc(S(=O)(=O)c2ccc(NC(=O)CNNC(=O)c3ccncc3)cc2)cc1
    106.6, 108.7, 102.0, 94.7, 102.6, 98.7, 96.5, 95.1, 128.3
Cc1ccc(C2=CCCCC2)cc1
    110.5, 112.7, 94.7, 98.2, 91.6, 101.3, 106.1, 86.7, 70.9
COC(=O)/C(=C/c1ccccc1)CBr
    103.7, 102.9, 81.1, 120.9, ., 94.7, 101.5, ., 106.6
C=CCNC(=O)OC
    113.7, 103.2, 80.9, 114.5, 117.1, 103.8, 98.4, 96.7, 89.5
CCN(CC)CCCC(C)n1c2nc(=O)[nH]c(=O)c-2nc2cc(Cl)ccc21 (stereo not given)
    93.3, 87.2, 106.5, 115.2, 113.5, 108.2, 104.2, 96.4, 99.1
Clc1ccc(N=Cc2ccc3c(c2)OCO3)c(Cl)c1
    97.0, 102.2, 88.1, 98.1, 100.7, 102.2, 96.8, 94.6, 92.3
Cc1cc(C)c(S(=O)(=O)O)cc1N
    105.6, 90.2, 99.3, 96.5, 85.1, 92.6, 85.7, 97.8, 130.0
O=C(Nc1ncc(Cc2cc(Cl)ccc2Cl)s1)c1cccs1
    74.9, 71.6, 72.5, 42.4, 50.4, 72.9, 73.9, 51.8, 65.3
COc1ccc(OCc2ccccc2)cc1
    99.7, 108.5, 101.0, 93.9, 95.9, 102.6, 99.3, 100.4, 83.9
COc1ccc(C(=O)CSc2nccc(Nc3ccc(S(=O)(=O)Nc4nccs4)cc3)n2)cc1
    103.3, 94.9, 100.2, 87.5, 104.9, 102.9, 100.1, 99.9, 107.3
Cc1cnc2c(N)cc(C)c(C)c2c1
    94.3, 98.2, 93.4, 97.7, 104.2, 104.2, 105.2, 102.2, 118.3
CC(=O)OC[C@H]1OC(Sc2sc(C(=O)c3ccc(Br)cc3)c(N)c2-c2nc3ccccc3s2)[C@H](OC(C)=O)[C@@H](OC(C)=O)[C@@H]1OC(C)=O (stereo not given in full)
    60.9, 23.8, -16.7*, 63.8, 69.6, 75.2, 15.7, 57.6, 87.8

# Structures above that have a thiophene ring, fused or not:
# Fields: SF-268, NCI-H23, SNB-75, CAKI-1, SF-295, SNB-19, SF-539, U251, A498
Clc1ccc(Nc2ncnc3c2sc2ncccc23)c(Cl)c1
    18.4, 14.9, 42.3, 15.1, 17.9, 27.4, 6.2*, 27.0, 26.7
O=C(Nc1ncc(Cc2cc(Cl)ccc2Cl)s1)c1cccs1
    74.9, 71.6, 72.5, 42.4, 50.4, 72.9, 73.9, 51.8, 65.3
CC(=O)OC[C@H]1OC(Sc2sc(C(=O)c3ccc(Br)cc3)c(N)c2-c2nc3ccccc3s2)[C@H](OC(C)=O)[C@@H](OC(C)=O)[C@@H]1OC(C)=O (stereo not given in full)
    60.9, 23.8, -16.7*, 63.8, 69.6, 75.2, 15.7, 57.6, 87.8

# Compound activity from PubChem.
